HKDC1 inhibitor = blocks human hexokinase HKDC1 activity. recombinant HKDC1, G6PDH/diaphorase resazurin coupled fluorescence. Q2TB90. 340,000 tested, 0.16% active. inhibition, % at 20 µM;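 active = inhibition above about 35% when tested at 20 µM, limit read from the data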;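 also: plate controls were DMSO wells with enzyme for no effect and DMSO wells lacking enzyme for full effect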
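Material: recombinant HKDC1 hexokinase; Amount: HKDC1 at 5 µg/mL; Medium: Tris pH 8.0 buffer with MgCl2, Tween-20, BSA, BME; Schedule: 90 min reaction incubation at room temperature, dark; Technique: coupled resazurin fluorescence, excitation 525 nm, emission 613 nm.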
SENP1 inh = blocks the human SENP1 SUMO protease catalytic domain; inhibition, % at 10 µM; 360,000 tested, 0.21% active; recombinant SENP1 catalytic domain, CyPet-SUMO1-YPet FRET cleavage;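 active = inhibition at least 30% at 10 µM, raw YFP signal under a set limit, fluorescence ratio 0.5 to 1.5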;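 also: 0% = enzyme with DMSO and 100% = no enzyme wells; some results filed as inactive read as strong as hits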
Target sequence (Q9P0U3 419-644 limits assumed): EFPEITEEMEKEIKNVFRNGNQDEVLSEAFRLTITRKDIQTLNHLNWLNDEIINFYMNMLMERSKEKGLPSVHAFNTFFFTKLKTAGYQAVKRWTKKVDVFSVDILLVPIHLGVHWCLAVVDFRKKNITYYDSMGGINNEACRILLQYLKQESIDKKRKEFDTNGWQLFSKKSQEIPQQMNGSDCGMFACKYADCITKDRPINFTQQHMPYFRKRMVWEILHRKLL
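system = hSENP1 catalytic domain, recombinant | reagent = SFCypet-SUMO1-SFYpet substrate at 25 nM | doses = one dose per compound, 10 µM, 0.5% DMSO | incubation = enzyme reaction for 50 min at room temperature, dark | measured by = FRET, CFP and YFP emission | controls = no-enzyme low, enzyme-DMSO high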
SENP6 inh = SENP6 protease inhibition; Q9GZR1; Recombinant SENP6 catalytic domain, aminoluciferin luminescence; inhibition, % at 10 µM; 330,000 tested, 1.8% active; AID 2599;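 active = inhibition above about 50% at the single tested dose, limit read from the data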;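 also: plate controls were DMSO wells with enzyme for no effect and DMSO wells lacking enzyme for full effect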
Target sequence (Q9GZR1 628-1112 limits assumed): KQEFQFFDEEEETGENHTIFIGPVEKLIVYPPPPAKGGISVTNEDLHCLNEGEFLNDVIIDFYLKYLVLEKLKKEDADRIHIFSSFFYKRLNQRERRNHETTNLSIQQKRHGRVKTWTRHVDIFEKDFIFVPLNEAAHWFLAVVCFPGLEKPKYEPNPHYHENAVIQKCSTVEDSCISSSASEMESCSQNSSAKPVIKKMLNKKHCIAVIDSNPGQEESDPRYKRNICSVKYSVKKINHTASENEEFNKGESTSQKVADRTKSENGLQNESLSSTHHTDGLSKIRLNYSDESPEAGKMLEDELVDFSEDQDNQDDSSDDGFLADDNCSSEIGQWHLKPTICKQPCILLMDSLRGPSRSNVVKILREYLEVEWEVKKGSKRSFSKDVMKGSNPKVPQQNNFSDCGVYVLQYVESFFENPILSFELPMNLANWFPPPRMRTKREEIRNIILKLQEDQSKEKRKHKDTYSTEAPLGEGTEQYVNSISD
SENP8 block-1 = inhibitors of human SENP8 protease | Q96LD8 | purified SENP8, Z-RLRGG-aminoluciferin cleavage, luminescence | inhibition, % at 10 µM | 330,000 tested, 1.2% active | AID 2540; in the data active = inhibition above about 50%
SENP7 block = SENP7 protease inhibition | Q9BQF6 | recombinant SENP7, Z-RLRGG-aminoluciferin luminescence, 40 min | inhibition, % at 5 µM | 330,000 tested, 1.5% active | AID 434973;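 active = inhibition above about 50% at the single test dose, limit read from the data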;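 also: plate controls were DMSO with enzyme for no effect and no enzyme buffer wells for full effect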
SENP8 block-2 = inhibitors of human SENP8 protease; Q96LD8; recombinant SENP8, Nedd8 substrate fluorescence; inhibition, % at 20 µM; 360,000 tested, 0.64% active; AID 602440; in the data active = inhibition mostly above about 40%, no sharp cut-off; inactive = mostly below about 27%
Apaf-1 inh = human Apaf-1 inhibition | reconstituted apoptosome caspase-3 activity, DEVD-Rh110 fluorescence | inhibition, % at 20 µM | O14727 | 330,000 tested, 0.71% active; active = inhibition of at least 40% at 20 µM;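 also: plate controls were DMSO wells for no effect and DEVD-CHO caspase inhibitor wells for full effect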
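Material: cell-free apoptosome with Apaf-1, procaspase-3 and caspase-9; Buffer or medium: Hepes pH 7.5 with detergent and BSA; Reagent: cytochrome c trigger plus (Z-DEVD)2-Rh110 caspase-3 substrate; Times: compound with Apaf-1, dATP, procaspase-3 30 min, then 50 min reaction, room temperature; Technique: Rh110 fluorescence intensity.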
PfGluPho inh = PfG6PD (Plasmodium falciparum) enzyme inhibition. PfGluPho enzyme, NADPH resazurin-diaphorase fluorescence. inhibition, % at 20 µM. 350,000 tested, 0.78% active;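 active = inhibition reaching at least a set limit at 20 µM in the primary screen, cut at about 59% in these data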;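 also: 0% = DMSO wells with substrate and 100% = DMSO wells lacking glucose-6-phosphate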
The depositor's hits bear a star.

canonical_smiles	HKDC1 inhibitor	SENP1 inh	SENP6 inh	SENP8 block-1	SENP7 block	SENP8 block-2	Apaf-1 inh	PfGluPho inh
Cc1noc(C)c1C(=O)N1CCCC(Nc2ccc(C(C)C)cc2)C1 (stereo not drawn)	-2	1	-13	-2	-10	9	2	-12
Cc1ccc(-n2[nH]c(C)c(/C=C3/C=Nc4ccccc43)c2=O)cc1C	-4	2	-4	-12	8	32	8	10
CC(C)c1ccc(NC2CCCN(C(=O)C3=NN(C)C(=O)CC3)C2)cc1 (stereo not drawn)	1	2	-6	-3	-1	9	-11	12
COc1ccccc1NC(=S)N1CCCc2ccccc21	-1	-1	18	0	1	14	3	5
CC(=O)c1ccc(NC(=S)N2CCN(CCN3C(=O)c4cccc5cccc(c45)C3=O)CC2)cc1	0	1	8	17	12	-22	11	3
O=C(CCN1CCCO1)NC1CCCc2c1cnn2-c1ccccc1F (stereo not drawn)	3	-1	-6	0	6	7	-10	-3
CCOC(=O)C1=C(c2ccccc2)NC(=O)NC1c1cc(OC)c(O)c([N+](=O)[O-])c1 (stereo not drawn)	1	0	3	11	-1	19	3	20
O=C(Nc1ccc(Cl)cc1)c1ccncc1	0	0	5	-9	-3	19	-4	-6
CC1CCN(CCCn2c(=S)[nH]c3ccc(N4CCOCC4)cc3c2=O)CC1	-4	-5	4	0	9	-252	5	3
Nc1cc(-c2cccc(F)c2)nn1S(=O)(=O)c1cccc2nsnc12	5	6	10	2	0	10	3	-22
COc1ccc(-n2nc(C)cc2N)cc1	-10	3	-7	-8	-6	18	-10	4
N#CC1=C(S)N(c2ccccc2)C(c2ccco2)NC1=O (stereo not drawn)	-9	1	13	2	0	16	-7	-1

Sorted by value in SENP7 block (lowest first): 3 of the compounds above
smiles,HKDC1 inhibitor,SENP1 inh,SENP6 inh,SENP7 block,PfGluPho inh
Nc1cc(-c2cccc(F)c2)nn1S(=O)(=O)c1cccc2nsnc12,5,6,10,0,-22
Cc1ccc(-n2[nH]c(C)c(/C=C3/C=Nc4ccccc43)c2=O)cc1C,-4,2,-4,8,10
CC1CCN(CCCn2c(=S)[nH]c3ccc(N4CCOCC4)cc3c2=O)CC1,-4,-5,4,9,3

The list goes on.
canonical_smiles	HKDC1 inhibitor	SENP1 inh	SENP6 inh	SENP8 block-1	SENP7 block	SENP8 block-2	Apaf-1 inh	PfGluPho inh
C=CCSc1nc2ccsc2c(=O)n1-c1ccccc1	16	0	4	-4	6	9	6	-22
COC1=CC2(O)CCCC2=CC1=O (stereo not drawn)	6	2	9	-4	-3	21	3	2
Cc1nn(CC(=O)O)c(C)c1C	-7	1	-26	-1	-6	12	-3	6
COc1cc(NC(=O)c2ccc3c(c2)S(=O)(=O)N=C2CCCCCN23)cc(OC)c1	0	0	0	-6	-10	7	7	15
COc1cccc2cc(NC(=O)C3CCCCC3)c(=O)oc12	-16	0	-6	1	13	-98	-16	-1
Fc1ccc(-n2nnc(-c3ccccc3)n2)cc1	3	0	7	-1	-6	21	7	-9
CC1CN(C(=O)c2ccc(COc3ccc(C(C)C)cc3)o2)CC(C)O1 (stereo not drawn)	3	-2	-6	0	11	1	10	-6
O=C(/C=C/c1ccc(-c2ccccc2[N+](=O)[O-])o1)c1ccc(F)cc1	9	-18	-26	-17	-8	23	27	42
O=C(NC(=S)NCC1CCCO1)c1ccccc1 (stereo not drawn)	-3	-1	3	2	4	22	-7	-5
CCCc1cc(=O)[nH]c(/N=C(\N)Nc2ccccc2)n1	13	-1	-10	6	16	11	11	10
CCc1ccc(CNC(=O)C2CCN(S(=O)(=O)N3CCC4(CC3)OCCO4)CC2)cc1	-9	0	-5	1	2	13	-2	-7
O=C(C1=C[C@H](c2ccc(Br)cc2)C[C@H](OCCCCO)O1)N1CCN(Cc2ccccc2)CC1	0	-5	-9	-6	5	5	22	3
Cc1nn(CC(=O)NCCCN2CC(C)CC(C)C2)c(=O)c2cccn12 (stereo not drawn)	-5	-3	1	6	3	4	-3	-2
O=C(CN1C(=O)C2C3CCC(C3)C2C1=O)OCC(=O)c1ccc(Br)cc1 (stereo not drawn)	-7	-1	-5	0	9	10	-3	1
O=C1C(=O)N(CCN2CCCCC2)c2ccccc21	7	-1	-1	5	4	14	-5	-4
CCN(CC(=O)Nc1ccc(NC(C)=O)cc1)S(=O)(=O)/C=C/c1ccccc1	-4	1	-22	-15	-6	14	5	-1
CC1CCN(C(=O)c2ccc(CSc3nc4ccncc4n3Cc3ccc(F)cc3)cc2)CC1	-5	0	-19	5	-6	-2	19	-16
CCC(CO)Oc1cc(NCc2ccc(Cl)cc2)c2ncn(C(C)C)c2c1 (stereo not drawn)	10	-2	2	8	15	31	37	25

A draw from above in order of SMILES length, lowest first.
canonical_smiles	HKDC1 inhibitor	SENP1 inh	SENP6 inh	SENP8 block-1	SENP7 block	SENP8 block-2	Apaf-1 inh	PfGluPho inh
COC1=CC2(O)CCCC2=CC1=O (stereo not drawn)	6	2	9	-4	-3	21	3	2
O=C(NC(=S)NCC1CCCO1)c1ccccc1 (stereo not drawn)	-3	-1	3	2	4	22	-7	-5
COc1ccccc1NC(=S)N1CCCc2ccccc21	-1	-1	18	0	1	14	3	5
O=C1C(=O)N(CCN2CCCCC2)c2ccccc21	7	-1	-1	5	4	14	-5	-4
N#CC1=C(S)N(c2ccccc2)C(c2ccco2)NC1=O (stereo not drawn)	-9	1	13	2	0	16	-7	-1
CCCc1cc(=O)[nH]c(/N=C(\N)Nc2ccccc2)n1	13	-1	-10	6	16	11	11	10
O=C(CCN1CCCO1)NC1CCCc2c1cnn2-c1ccccc1F (stereo not drawn)	3	-1	-6	0	6	7	-10	-3
Cc1noc(C)c1C(=O)N1CCCC(Nc2ccc(C(C)C)cc2)C1 (stereo not drawn)	-2	1	-13	-2	-10	9	2	-12
Cc1nn(CC(=O)NCCCN2CC(C)CC(C)C2)c(=O)c2cccn12 (stereo not drawn)	-5	-3	1	6	3	4	-3	-2
CC(C)c1ccc(NC2CCCN(C(=O)C3=NN(C)C(=O)CC3)C2)cc1 (stereo not drawn)	1	2	-6	-3	-1	9	-11	12
O=C(/C=C/c1ccc(-c2ccccc2[N+](=O)[O-])o1)c1ccc(F)cc1	9	-18	-26	-17	-8	23	27	42
CCc1ccc(CNC(=O)C2CCN(S(=O)(=O)N3CCC4(CC3)OCCO4)CC2)cc1	-9	0	-5	1	2	13	-2	-7
CCOC(=O)C1=C(c2ccccc2)NC(=O)NC1c1cc(OC)c(O)c([N+](=O)[O-])c1 (stereo not drawn)	1	0	3	11	-1	19	3	20
CC(=O)c1ccc(NC(=S)N2CCN(CCN3C(=O)c4cccc5cccc(c45)C3=O)CC2)cc1	0	1	8	17	12	-22	11	3
O=C(C1=C[C@H](c2ccc(Br)cc2)C[C@H](OCCCCO)O1)N1CCN(Cc2ccccc2)CC1	0	-5	-9	-6	5	5	22	3

Screening data: PubChem, Sanford-Burnham Center for Chemical Genomics

Hits appear at their usual frequency; about 3.6% have a hit in one of these screens.
